Source: PubChem (National Center for Advancing Translational Sciences (NCATS))
ELG1 genotox: inducers of genotoxicity in HEK293T ELG1-luciferase cells | HEK293T ELG1-luciferase reporter, luminescence, 16 h | Potency, µM (series often up to 46 µM), for inactives: top-dose activity change, positive = activation, most hits filed as activators | 330,000 compounds, 1.3% hits | AID 504466; note: potency is the fitted concentration of half-maximal effect; % of control where 0% means no effect; nearly all actives have a fitted effect of over 60% in size
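Screening used a luciferase reporter fused to human ELG1 in HEK293T cells. Luminescence was read on a CCD plate imager after 16 hr exposure and 30 min ONE-Glo incubation.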
uPA surface inh: blocks generation of uPA at the cell surface. cell surface uPA generation assay, qHTS. Potency, µM (highest dose often 38.3 µM), for the others: top-dose activity change, negative = inhibition, usual class: inhibitors. 330,000 compounds, 0.31% hits. AID 540303; active = well fitted inhibition curve with a large enough effect; inconclusive = small, poorly fitted or top-dose-only effect; inactive = no such curve, though single readings can be large or run the other way; tested in mouse RAW 264.7 cells; note: potency is the fitted concentration of half-maximal effect; % is set by controls: 0 for no effect and ±100 for the full control effect; nearly all actives have a fitted effect of over 55% in size
KCNH2 3.1 block: inhibitors of human KCNH2 3.1 potassium channel isoform | 340,000 compounds, 0.95% hits | AID 720553 | U2OS KCNH2 3.1, thallium flux FluxOr; active compounds read low | activity change, % (tested at about 1.8 µM);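 active = maximum activity change below -70%; inconclusive = maximum activity change from -70% to -50%; inactive = maximum activity change above -50%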;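 note: thallium influx rate constant from kinetic fluorescence after stimulation buffer; % is set by controls: 0 for no effect and ±100 for the full control effect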
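U2OS cells transduced with KCNH2 3.1 mutant virus (1.77 x 10^8 /mL, 4 h), plated overnight at 37 C, loaded 45 min with FluxOr dye plus Red40 quencher. Thallium flux rate constant from kinetic reads after stimulation buffer, normalised to controls.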
FLuc modulator: counter-screen for miR-21 project: firefly luciferase inhibitors or activators; P08659; purified FLuc, Km substrates, luminescence inhibition; Potency, µM (top dose mostly 57.5 µM), for the others: at the top dose activity change, negative = inhibition, usual class: inhibitors; 360,000 compounds, 6.9% hits; AID 588342;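 note: potency is the fitted concentration of half-maximal effect; plate controls were vehicle for no effect and reference inhibitor for full effect; nearly all actives have a fitted effect of over 55% in size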
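Purified P. pyralis luciferase, 10 nM final, with Km-level 10 uM D-luciferin and 10 uM ATP in 50 mM Tris acetate pH 7.5, 10 mM Mg acetate, 0.01% Tween-20, 0.05% BSA; 6-point qHTS titration about 60 µM downward; luminescence read.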
Tb PFK inh: inhibitors of T. brucei phosphofructokinase; O15648; T. brucei PFK, ADP-Glo luminescence; Potency, µM (doses to about 57.5 µM), for the others: at the top dose activity, negative = inhibition, most hits filed as inhibitors; 330,000 compounds, 0.17% hits;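 note: potency is the fitted concentration of half-maximal effect; 0% = uninhibited 1x PFK enzyme wells and -100% = no-enzyme wells; nearly all actives have a fitted effect of over 60% in size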
Target sequence (O15648 whole entry, looked up): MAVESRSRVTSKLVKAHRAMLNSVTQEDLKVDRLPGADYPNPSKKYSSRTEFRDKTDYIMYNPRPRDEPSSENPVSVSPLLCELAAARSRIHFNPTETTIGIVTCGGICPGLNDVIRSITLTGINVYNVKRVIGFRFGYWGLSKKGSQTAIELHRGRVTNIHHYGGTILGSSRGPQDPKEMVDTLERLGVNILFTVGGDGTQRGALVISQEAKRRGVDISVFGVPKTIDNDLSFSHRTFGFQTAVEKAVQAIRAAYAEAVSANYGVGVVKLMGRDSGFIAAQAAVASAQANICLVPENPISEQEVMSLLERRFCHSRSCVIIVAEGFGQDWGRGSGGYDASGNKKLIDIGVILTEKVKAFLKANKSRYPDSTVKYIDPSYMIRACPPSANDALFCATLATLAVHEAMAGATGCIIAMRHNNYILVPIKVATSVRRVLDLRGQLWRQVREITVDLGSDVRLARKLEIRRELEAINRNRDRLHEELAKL
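Activity is normalized to no-enzyme wells (full inhibition) and 1.25 nM enzyme wells (no inhibition). Reaction: 0.5 mM F6P, 0.1 mM ATP, 45 min RT, ADP-Glo luminescence; concentration-response curves fitted and classed by quality.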
Rab9 prom act: Rab9 promoter activation. Potency, µM (doses to about 9.22 µM), for inactives: at the highest dose activation, negative = inhibition, hits mostly activators. 320,000 compounds, 2.8% hits. Huh7 Rab9 promoter-luciferase reporter, luminescence, 24 h. AID 485297; note: potency is the fitted concentration of half-maximal effect; % of control where 0% means no effect; nearly all actives have a fitted effect of over 60% in size
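Steps: seed 1500 Huh7 Rab9-luc cells per well, rest 2 h at 37 °C; add compound in DMSO; incubate 24 h; add luciferase reagent, 10 min ambient; read luminescence.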
Giardia killer: Giardia lamblia killing. Giardia lamblia trophozoite viability. activity change, % at 7.66 µM, hits read low. 340,000 compounds, 0.15% hits; in the data active = activity change below about -80%; inconclusive = between about -30% and that limit;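 note: parasites exposed to compound for two days anaerobically before the ATP read; % is set by controls: 0 for no effect and ±100 for the full control effect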
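Luminescence from cellular ATP indicates surviving trophozoites (100 cells/well) following 48 hrs anaerobic compound treatment at 37 deg C; signal develops 15-30 min at room temperature.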
Coupling enz: coupling enzyme interference in Giardia aldolase counter-screen. 290,000 compounds, 0.67% hits. AID 2472. activity change, negative = inhibition, % at 58.2 µM, hits read low. coupling enzyme system counterscreen, AmpLite Red fluorescence; in the data active = activity change below about -30%; note: % is set by controls: 0 for no effect and ±100 for the full control effect
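First, compound is pin-transferred into glyceraldehyde-3-phosphate coupling-enzyme reagent at 57.5 uM final and held 10 min at RT. Next, substrate, coupling system and AmpLite Red are added. After 20 min RT, fluorescence (525/598 nm) is read.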
Gal4-VP16 FLuc: Gal4-VP16 reporter inhibition counter-screen | Drosophila S2 Gal4-VP16 UAS-luciferase, luminescence, 20 h | Potency, µM (series often up to 53.6 µM), for the others: at the highest dose activity, negative = inhibition, most hits filed as inhibitors | 310,000 compounds, 3.5% hits | AID 2546;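 note: Gal4-VP16 expression switched on by copper sulfate through the metallothionein promoter; potency is the fitted concentration of half-maximal effect; % is set by controls: 0 for no effect and ±100 for the full control effect; nearly all actives have a fitted effect of over 50% in size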
NPC1 promoter act: activates the NPC1 promoter; AID 485313; 320,000 compounds, 2.4% hits; Potency, µM (titrated, usually from 9.22 µM), without a hit: at the highest dose activation, most hits filed as activators; Huh7 NPC1 promoter luciferase reporter, 24 h;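 note: potency is the fitted concentration of half-maximal effect; % of control where 0% means no effect; nearly all actives have a fitted effect of over 60% in size; reporter is driven by a mutant NPC1 promoter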
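Readout is luciferase luminescence, reflecting NPC1 promoter activation in stably transfected Huh7 cells after 24 h compound exposure at 37 °C in reduced-serum medium with 10% FBS.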
RORg inh: blocks mouse ROR gamma transcriptional activity; P51450; Drosophila S2 Gal4-RORgamma UAS-luciferase reporter, 20 h; Potency, µM (doses to about 53.6 µM), for inactives: at the highest dose activity change, negative = inhibition, hits mostly inhibitors; 310,000 compounds, 5.4% hits; note: potency is the fitted concentration of half-maximal effect; % is set by controls: 0 for no effect and ±100 for the full control effect; nearly all actives have a fitted effect of over 60% in size
Target sequence (P51450 whole entry, looked up, the tested form may be a part): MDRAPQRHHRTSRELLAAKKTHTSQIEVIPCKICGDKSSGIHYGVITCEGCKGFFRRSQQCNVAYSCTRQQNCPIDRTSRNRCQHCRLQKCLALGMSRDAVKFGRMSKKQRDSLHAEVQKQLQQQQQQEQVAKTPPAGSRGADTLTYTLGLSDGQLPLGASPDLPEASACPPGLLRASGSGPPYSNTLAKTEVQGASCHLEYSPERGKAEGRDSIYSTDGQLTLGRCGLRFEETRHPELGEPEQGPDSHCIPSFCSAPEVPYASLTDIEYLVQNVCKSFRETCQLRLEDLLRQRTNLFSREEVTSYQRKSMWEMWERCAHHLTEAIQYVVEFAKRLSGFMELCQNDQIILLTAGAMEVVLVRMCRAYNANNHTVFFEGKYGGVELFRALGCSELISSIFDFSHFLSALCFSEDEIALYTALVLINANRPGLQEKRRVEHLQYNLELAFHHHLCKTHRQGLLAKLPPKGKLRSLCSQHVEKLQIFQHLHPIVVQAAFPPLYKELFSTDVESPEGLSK
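Luminescence from a UAS-regulated Photinus luciferase reporter in stably transfected Drosophila Schneider cells is measured; decreased signal marks ROR gamma inhibition. Fusion expression is induced by 700 uM copper sulfate for 20 hr.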
An asterisk follows results filed as active; ? = inconclusive; nt = no result given; & = joins results of further samples; [ ] = remark or other dose. Unless noted, calls come from the whole dose curve; as a rule, active = well fitted curve in the direction sought with a large enough effect; inconclusive = small, poorly fitted or top-dose-only effect, or another doubt; inactive = no such curve, though single readings can be large; an effect the other way counts as inactive or inconclusive. The order is random; any-hit rate near 14%.

SMILES | ELG1 genotox | uPA surface inh | KCNH2 3.1 block | FLuc modulator | Tb PFK inh | Rab9 prom act | Giardia killer | Coupling enz | Gal4-VP16 FLuc | NPC1 promoter act | RORg inh
Cc1ccc(CNC(=O)Nc2ccc(F)cc2)n1C | 2.1% | 1.9% | -4.5 | ? | -4.3% | 15.4% | 12.1 | 0.2 | -1.9% | 17.5% | -9.6%
CCOc1cc(C(=O)OC(C)C(=O)Nc2ccc(NC(C)=O)cc2)ccc1OCC(=O)N1CCCCC1 (stereo not given) | 8.3% | 2.1% | nt | -0.3% | 0.9% | 2.8% | 4.9 | nt | -0.2% | -1.4% | 1.5%
Cc1ccc(NC(=O)CC(C(=O)O)c2ccccc2)cc1 (stereo not given) | 1.3% | -0.3% | 13.4 | -4.3% | 0.4% | -0.6% | -1.6 | 5.2 | -1.4% | -0.5% | -12.5%
C/C(=N/OC(=O)c1c(-c2ccccc2Cl)noc1C)c1cnccn1 | 0.4% | -7.1% | -1.6 | -4.0% | 0.4% | 1.9% | -22.9 | 4.1 | 3.8% | -2.2% | 18.8%
COc1ccc(CN2CCCC(N3CCc4ccccc4C3)C2)c(O)c1 (stereo not given) | -3.5% | 13.2% | -12.3 | -4.4% | 2.4% | -1.5% | -19.6 | 1.0 | -7.6% | -4.9% | 6.0%
COc1ccc(O)c(C2=Nc3ccccc3N=C(c3ccccc3)C2)c1 | -12.4% | 4.4% | -2.7 | -0.4%&-8.6% | -2.0% | 0.5% | 2.0 | 4.0 | -10.9% | 4.3% | 0.3%
CC1=CC(C)[C@@H]2COC(c3ccc(O)cc3)[C@H]1C2C (stereo not given in full) | 4.7% | 10.6% | -9.1 | -3.3% | 0.7% | 0.4%[1.84 µM] | -3.0 | 2.4 | -17.0% | -6.0% | 0.7%
CCOC(=O)C(O)C1CCc2c([nH]c3ccc(C)cc23)C1=O (stereo not given) | 7.8% | -5.6% | 21.9 | ? | -11.5% | 4.4% | 30.4[activator] | 2.3 | -3.6% | 20.3% | 32.8%
CCc1nnc(NS(=O)(=O)c2ccc(NC(=S)NC(=O)c3ccc(OC)c(OC)c3)cc2)s1 | -0.4% | 29.4% | -8.2 | -1.2% | 17.2% | 1.4% | -2.6 | 8.6 | -5.1% | -4.0% | -20.0%[10 µM]
CC(=O)N1CCC[C@H]1C(=O)O | -1.6% | 5.5% | 1.7 | 2.5% | 2.2% | -3.1% | 14.5 | 6.1 | -0.8% | -3.2% | -2.7%
Oc1ccccc1-n1nc2ccc3nonc3c2n1 | -0.6% | 4.3% | 1.8 | -2.6% | -5.1% | -5.0% | -2.8 | 2.9 | 7.6% | -4.7% | -17.5%
COc1cccc(NC(=O)C(C)NS(=O)(=O)c2ccc(Br)cc2)c1 (stereo not given) | 0.6% | 12.1% | -5.4 | 1.4% | -1.0% | 5.8% | -14.0 | nt | 5.0% | 3.8% | 12.3%
Cc1ccc(-n2c(C)cn(C(=O)c3ccccc3)c2=S)cc1 | 0.2% | 3.0% | 10.3 | -1.2% | -2.9% | 18.6% | 7.2 | -1.7 | -2.3% | 1.1% | -6.9%
CC(C)N(C(=O)COC(=O)Cn1cnc2ccccc21)c1ccccc1 | -0.1% | 2.8% | -16.7 | 3.9% | -3.4% | 1.8% | -3.6 | nt | nt | -2.4% | nt
Cc1nc([N+](=O)[O-])cn1CC(=O)NCCCO | -2.7% | 5.1% | 6.7 | 0.5% | -14.7% | -3.0% | -9.6 | 4.8 | -5.4% | -1.6% | -2.7%
CCOC(=O)CCCn1ncn2c(cc3occc32)c1=O | 20.6µM* | -0.1% | -6.1 | ? | 4.1% | 26.0% | 12.3 | 2.0 | 21.5% | 18.0% | 4.1%
CCC1(c2ccc(F)cc2)NC(=O)N(CC(=O)NC2CCCC(C)C2C)C1=O (stereo not given) | -2.3% | 3.4% | -11.4 | nt | -0.9% | nt | -2.0 | nt | nt | nt | nt
COc1ccc(-n2c(COc3cccc(C)c3)n[nH]c2=S)cc1 | 0.0% | -1.2% | 7.0 | -1.3% | 2.9% | 2.5% | 17.1 | 5.5 | 5.01µM* | 1.8% | 3.55µM*
CCCCOC(=O)N1CCOCCOCCOCC1 | -1.4% | 2.0% | 7.4 | -3.0% | 0.8% | -2.3% | -0.9 | -0.4 | -2.9% | -1.0% | -6.7%
Nc1[nH]nc2c1NN(c1ccc(Cl)cc1Cl)N2 | ? | -5.0% | 17.8 | 12µM* | -0.5% | 29.7% | 10.2 | 0.0 | 21.9% | ? | -30.1%
COc1ccc(S(=O)(=O)NCCCCCC(=O)NCCCN2CCOCC2)cc1 | -0.2% | nt | 3.5 | 0.0% | -0.5% | 3.3% | 0.3 | 1.6 | 10.1% | -0.2% | -45.0%
CCn1c(CNC(=O)c2ccccc2F)nnc1SCC(=O)NC1CCCCC1C (stereo not given) | -1.2% | 12.1% | 3.0 | 1.1% | 1.5% | -3.2% | -4.6 | 2.0 | -6.9% | -0.9% | 9.4%
CCCC(=O)Nc1ccc(-c2nc3ncccc3o2)cc1 | ? | -1.0% | 3.6 | 13.5µM* | -1.6% | 2µM* | 21.9 | 0.0 | -0.2% | 2.24µM* | ?
C/C(N)=C(/C#N)C(=O)COC(=O)c1ccncc1 | -0.8% | 2.3% | 5.1 | 1.1% | 21.1% | -2.3% | 12.3 | 0.3 | 10.5% | -1.7% | -9.5%
O=C(c1ccc(Cl)cc1)C(CN1CCCC1)c1ccccc1 (stereo not given) | -15.9% | 5.01µM* | 4.8 | -1.2% | -8.6% | -2.9% | 17.9 | -1.0 | 5.62µM* | -18.5% | 11.2µM*

Brought forward from above: two entries, then new ones.
SMILES | ELG1 genotox | uPA surface inh | KCNH2 3.1 block | FLuc modulator | Tb PFK inh | Rab9 prom act | Giardia killer | Coupling enz | Gal4-VP16 FLuc | NPC1 promoter act | RORg inh
C/C(N)=C(/C#N)C(=O)COC(=O)c1ccncc1 | -0.8% | 2.3% | 5.1 | 1.1% | 21.1% | -2.3% | 12.3 | 0.3 | 10.5% | -1.7% | -9.5%
O=C(c1ccc(Cl)cc1)C(CN1CCCC1)c1ccccc1 (stereo not given) | -15.9% | 5.01µM* | 4.8 | -1.2% | -8.6% | -2.9% | 17.9 | -1.0 | 5.62µM* | -18.5% | 11.2µM*
CS(=O)(=O)Nc1ccc(C2=NN(S(C)(=O)=O)C(c3cccs3)C2)cc1 (stereo not given) | 12.5% | 14.4% | 13.7 | -19.0% | -2.6% | 26.3% | 1.2 | -0.4 | -2.6% | 22.4% | ?
Cc1cc(=O)oc2c(C)c(OCC(=O)c3ccccc3)ccc12 | 17.8% | 8.9% | -3.9 | -2.8% | 2.8% | 11.9% | -8.8 | 1.3 | -0.3% | -2.3% | 15.2%
N#Cc1cccc(NC(=O)Cn2cnc(S(=O)(=O)N3CCCC3)c2)c1 | -1.4% | 0.6% | -1.8 | 3.3% | -10.6% | -1.7% | -8.8 | 0.3 | -3.1% | -1.9% | -12.7%
CCC(C)NC(=O)/C(=C/c1ccco1)c1ccccc1 (stereo not given) | 2.0% | -3.8% | -8.1 | 3.3% | -4.9% | 3.2% | -19.9 | -15.2 | ? | -1.0% | 1.2%
COc1ccc(NC(=O)Nc2cccc3c2O[C@H](CN(C)C(=O)Nc2ccccc2)[C@@H](C)CN([C@H](C)CO)C3=O)cc1 | 2.4% | -15.3% | -1.1 | nt | 0.8% | nt | -6.5 | nt | nt | nt | nt
COc1ccc(CNC(=O)CNC(=O)[C@@H]2Cc3ccccc3CN2)cc1 | 2.3% | 5.4% | 3.3 | 1.2% | -2.9% | 0.0% | -21.6 | nt | -1.8% | 3.5% | -2.9%
CCOC(=O)Nc1nnc(-c2ccc(OC)cc2)s1 | ? | -24.7% | -18.7 | 4.78µM* | -1.5% | ? | 7.2 | 0.1 | 10.2% | 20.8% | 0.8%
COc1ccc(OC)c(NC(=O)CSc2nc3n[nH]c(C)c3c(=N)n2-c2cccc(Cl)c2C)c1 | 0.1%[9.26 µM] | -8.8% | 0.5 | 1.6% | 0.2% | 1.0% | 2.8 | -3.0 | -14.0% | -3.9% | 30.0%
COc1ccc(CN(C)C(=O)c2cc(S(=O)(=O)Nc3ccccc3F)ccc2C)c(OC)c1 | -7.7% | -13.5% | -15.2 | 2.0% | -16.6% | 6.2% | -13.5 | 6.8 | -2.7% | -0.8% | 15.4%
CCCC(=O)Nc1ccc(C(=O)n2nnc3ccccc32)cc1 | 0.0% | 3.2% | 16.7 | -0.5% | -6.8% | -4.0% | 7.4 | 1.4 | 0.4% | -4.4% | 1.4%
Cc1ccc2nc(-c3ccccc3)cc(C(=O)N(C)CC(=O)Nc3ccccc3Br)c2c1 | -10.2% | 9.7% | 4.3 | 16.9µM* | 2.4% | -0.6% | -10.2 | nt | nt | 0.8% | nt
